# Screening data from PubChem BioAssay.
# ELG1 genotoxic – induces genotoxicity in HEK293T cells with luciferase-tagged ELG1. HEK293T ELG1-luciferase reporter, luminescence, 16 h. Potency, µM (doses to about 46 µM), without a hit: top-dose activity change, positive = activation, most hits filed as activators. 330,000 compounds, 1.3% hits; also: % of control where 0% means no effect; nearly all actives have a fitted effect of over 60% in size
#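 Screening used a luciferase reporter fused to human ELG1 in HEK293T cells. Luminescence was read on a CCD plate imager after 16 hr exposure and 30 min ONE-Glo incubation.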
# NPC1 promoter act – NPC1 promoter activation; Potency, µM (series often up to 9.22 µM), for the others: top-dose activation, usual class: activators; Huh7 NPC1 promoter luciferase reporter, 24 h; 320,000 compounds, 2.4% hits; AID 485313;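 also: % of control where 0% means no effect; nearly all actives have a fitted effect of over 60% in size; reporter is driven by a mutant NPC1 promoter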
#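 Stable NPC1-promoter luciferase Huh7 line; cpd (DMSO) 24 h, 37 °C, 5% CO2; Amplite luciferase reagent 10 min RT; luminescence readout. qHTS format.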
# Rab9 prom act – activates the Rab9 promoter | Huh7 Rab9 promoter-luciferase reporter, luminescence, 24 h | Potency, µM (top dose mostly 9.22 µM), inactives show at the highest dose activation, negative = inhibition, hits mostly activators | 320,000 compounds, 2.8% hits; also: % of control where 0% means no effect; nearly all actives have a fitted effect of over 60% in size
#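 Quantitative HTS format; Huh7 Rab9-luciferase reporter cells (1500/well) receive compound 2 h post-plating, incubate 24 h at 37 °C, then get luciferase reagent for 10 min before luminescence reading.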
# VP16 counter – inhibits Gal4-VP16 luciferase reporter, ROR gamma counter-screen; Drosophila S2 Gal4-VP16 UAS-luciferase, luminescence, 20 h; Potency, µM (top dose mostly 53.6 µM), without a hit: at the highest dose activity, negative = inhibition, hits mostly inhibitors; 310,000 compounds, 3.5% hits; AID 2546;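 also: Gal4-VP16 expression switched on by copper sulfate through the metallothionein promoter; % is scaled to controls: 0 for no effect and ±100 for the full control effect; nearly all actives have a fitted effect of over 50% in size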
# RORgamma inh – ROR gamma (mouse) transcription inhibition | 310,000 compounds, 5.4% hits | P51450 | AID 2551 | Drosophila S2 Gal4-RORgamma UAS-luciferase reporter, 20 h | Potency, µM (highest dose often 53.6 µM), for inactives: at the highest dose activity change, negative = inhibition, most hits filed as inhibitors; also: % is scaled to controls: 0 for no effect and ±100 for the full control effect; nearly all actives have a fitted effect of over 60% in size
#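 Luminescence from a UAS-regulated Photinus luciferase reporter in stably transfected Drosophila Schneider cells is measured; decreased signal marks ROR gamma inhibition. Fusion expression is induced by 700 uM copper sulfate for 20 hr.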
# p53 reactivator – re-activators of mutant p53; H1299 p53-A138V BP100-luciferase reporter, luminescence, 24 h; AID 504706; Potency, µM (highest dose often 92.2 µM), for the others: top-dose activity change, positive = activation, actives largely listed as activators; 320,000 compounds, 0.063% hits; also: % of control where 0% means no effect; nearly all actives have a fitted effect of over 45% in size
#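 H1299 (p53-null), stable ts p53-A138V + BP100-Luc; 1000 cells/well, Opti-MEM/10% FBS; cpd 4 pt, 1:5; 24 h, 37 deg C, 5% CO2; detection reagent 10 min RT; luminescence.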
# BRCA1 expr act – activators of BRCA1 expression. MCF7-BRCA1-FFLuc reporter, luminescence, 48 h; response scale: scaled: vehicle 0%, 10 µM genistein 100%. Potency, µM (titrated, usually from 46.1 µM), without a hit: at the top dose activation, usual class: activators. 380,000 compounds, 1.1% hits. AID 624202; also: nearly all actives have a fitted effect of over 80% in size; some results filed as inactive show a strong effect at the top dose
#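 Compounds are tested at multiple concentrations on MCF7 BRCA1-luciferase reporter cells seeded at 2000 per well; after 48 h, a single luminescence end-point is taken and curves fitted to the normalized data.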
# uPA generation – blocks generation of uPA at the cell surface; 330,000 compounds, 0.31% hits; Potency, µM (doses to about 38.3 µM), for the others: top-dose activity change, negative = inhibition, hits mostly inhibitors; cell surface uPA generation assay, qHTS; active = well fitted inhibition curve with a large enough effect; inconclusive = small, poorly fitted or top-dose-only effect; inactive = no such curve, though single readings can be large or run the other way; tested in mouse RAW 264.7 cells; also: % is scaled to controls: 0 for no effect and ±100 for the full control effect; nearly all actives have a fitted effect of over 55% in size
# FLuc counter – inhibits or activates purified firefly luciferase, miR-21 counter-screen; purified FLuc, Km substrates, luminescence inhibition; 360,000 compounds, 6.9% hits; Potency, µM (titrated, usually from 57.5 µM), for the others: at the top dose activity change, negative = inhibition, most hits filed as inhibitors; P08659;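 also: plate controls were vehicle for no effect and reference inhibitor for full effect; nearly all actives have a fitted effect of over 55% in size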
# Target sequence (P08659 whole entry, looked up): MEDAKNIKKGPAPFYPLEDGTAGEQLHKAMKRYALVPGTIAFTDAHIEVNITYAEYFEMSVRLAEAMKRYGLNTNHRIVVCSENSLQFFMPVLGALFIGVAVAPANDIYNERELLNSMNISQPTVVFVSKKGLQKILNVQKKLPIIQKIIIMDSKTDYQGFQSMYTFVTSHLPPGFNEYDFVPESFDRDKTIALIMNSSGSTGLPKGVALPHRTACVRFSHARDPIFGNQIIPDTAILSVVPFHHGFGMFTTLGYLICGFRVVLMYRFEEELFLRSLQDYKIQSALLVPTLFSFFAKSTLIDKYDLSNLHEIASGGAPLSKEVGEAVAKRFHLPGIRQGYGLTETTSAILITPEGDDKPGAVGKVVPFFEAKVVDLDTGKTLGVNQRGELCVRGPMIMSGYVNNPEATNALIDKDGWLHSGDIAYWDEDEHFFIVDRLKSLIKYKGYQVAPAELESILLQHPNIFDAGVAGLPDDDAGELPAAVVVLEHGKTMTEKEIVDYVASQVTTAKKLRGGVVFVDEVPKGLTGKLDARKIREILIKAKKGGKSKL
#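 Biochemical qHTS of compounds, final roughly 60 µM downward over six points, against 10 nM purified firefly luciferase using Km concentrations of substrates (10 uM D-luciferin, 10 uM ATP) in Tris acetate pH 7.5 buffer; luminescence output.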
# MBNL1-CUG inh – blocks human MBNL1 binding to CUG repeat RNA | TR-FRET MBNL1-His/biotin-(CUG)12 binding, 665/545 ratio | AID 2675 | 280,000 compounds, 0.036% hits | Q9NR56 | Potency, µM (titrated, usually from 57.5 µM), inactives show at the highest dose activity change, negative = inhibition, most hits filed as inhibitors; active = well fitted inhibition curve with a large enough effect in the signal ratio, with a control signal flat, not every such curve was filed as active; inconclusive = small, poorly fitted or top-dose-only effect, or effect the other way, or a change in a side signal; inactive = no such curve, though single readings can be large or run the other way; the % refers to the signal ratio; also: % is scaled to controls: 0 for no effect and ±100 for the full control effect
# Target sequence (Q9NR56 whole entry, looked up): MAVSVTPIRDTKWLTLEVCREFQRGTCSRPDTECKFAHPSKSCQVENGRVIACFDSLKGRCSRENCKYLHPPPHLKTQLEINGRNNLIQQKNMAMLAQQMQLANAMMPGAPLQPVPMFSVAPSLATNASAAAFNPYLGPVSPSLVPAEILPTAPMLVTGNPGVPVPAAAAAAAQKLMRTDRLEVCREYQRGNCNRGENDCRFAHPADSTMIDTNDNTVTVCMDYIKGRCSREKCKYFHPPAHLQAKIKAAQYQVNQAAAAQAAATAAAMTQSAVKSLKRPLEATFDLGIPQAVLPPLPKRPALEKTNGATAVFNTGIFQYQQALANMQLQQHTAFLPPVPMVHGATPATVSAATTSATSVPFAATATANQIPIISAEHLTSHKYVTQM
#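 Compounds (final 92 nM to 58 uM) are added to His-tagged MBNL1 and biotin-(CUG)12, then terbium anti-His antibody and streptavidin-XL665 (5 nM final). After 60 min at room temperature, the 665/545 nm ratio is read.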
# The depositor's hits bear a star; ? = inconclusive; nt = not tested or not shown; & = joins results of further samples; [ ] = another dose, or the depositor's remark. Unless noted, calls follow the shape of the dose curve; as a rule, active = well fitted curve in the direction sought with a large enough effect; inconclusive = small, poorly fitted or top-dose-only effect, or another doubt; inactive = no such curve, though single readings can be large; an effect the other way counts as inactive or inconclusive. Potency is read from the fitted curve at half-maximal effect. Rows were taken by chance (roughly 13% active in at least one column).
SMILES,ELG1 genotoxic,NPC1 promoter act,Rab9 prom act,VP16 counter,RORgamma inh,p53 reactivator,BRCA1 expr act,uPA generation,FLuc counter,MBNL1-CUG inh
C/C(=N\NS(=O)(=O)c1ccc([N+](=O)[O-])cc1)c1ccc2c(c1)OCO2,2%,-3%,6%,-2%,-3%,-6%,3%,1%,-2%,?
NC(=O)C(Cc1ccccc1)NC(=O)C12CC3CC(CC(C3)C1)C2 (stereo not given),1%,10%,0%,-6%,0%,-29%,-23%,5%,0%,-2%
COc1cccc(CNC(=O)C2(C)Oc3ccccc3NC2=O)c1 (stereo not given),0%,-1%,-1%,2%,-15%,3%,-1%,1%,7%,-6%
N=c1c(C(=O)NCc2ccc(F)cc2)cc2c(=O)n3ccccc3nc2n1Cc1ccco1,?,-5%,2%,?,22%,-6%,-16%,-9%,0%,?
O=S(=O)(Nc1ccc(S(=O)(=O)N2CCCC2)cc1)c1ccccc1Br,-3%,3%,1%,nt,nt,-1%,-4%,-5%,-2%,nt
Cc1cc(C)c(NC(=O)C2CCCN2CCC(C)C)c(C)c1 (stereo not given),0%,6%,7%,-6%,37%,-13%,5%,-1%,-1%,6%
C[C@@H]1C=C(C(=O)N2CCN(Cc3ccccc3)CC2)O[C@H](OCc2ccc(CO)cc2)C1,-6%,-4%,2%,9%,23%,1%,13%,0%,0%,-4%
CC(C)c1c(C(=O)N/N=C/c2ccc(C(F)(F)F)cc2)nnn1-c1nonc1N,6%,0%,-4%,-29%,?,?,13%,-19%,17µM*,-9%
NC(=O)c1ccsc1NC(=O)C1CCCCC1,15%,7%,-7%,17%,37%,9%,45%,11%,-21%,-6%
C[C@H](CO)N1C[C@H](C)[C@@H](CN(C)S(=O)(=O)c2ccccc2)Oc2c(NC(=O)Cc3ccccc3)cccc2C1=O,4%,nt,nt,nt,nt,7%,-5%,-8%,nt,nt
CC(/C=N/NC(=O)c1ccc(Cn2cc([N+](=O)[O-])cn2)o1)=C\c1ccccc1,12%,?,4%[1.84 µM],1%,12%,-19%,?,-5%,2.4µM*,?
CC1(c2ccccc2)NC(=O)N(CC(=O)NCc2ccc3c(c2)OCO3)C1=O (stereo not given),-7%,-5%,0%,-3%,-13%,-1%,-1%,3%,-1%,-3%
Cc1nn(C)c(N)c1[N+](=O)[O-],0%,-2%,-4%,4%,13%,1%,-3%,6%,2%,10%
O=S(=O)(NCCc1nnc2ccc(SCc3cccnc3)nn12)c1ccccc1,1%,0%,-9%,-4%,21%,5%,-3%,11%,1%,-3%
Cc1cc(Cl)ccc1OCCCC(=O)N1CCN(S(=O)(=O)c2ccccc2)CC1,-8%,-3%,-5%,nt,nt,-8%,-49%,-4%,2%,nt
Cc1cccc(OCCCC(=O)Nc2ccc(S(=O)(=O)Nc3ncccn3)cc2)c1C,-4%,2%,-7%,-4%,41%,-13%,5%,-1%,0%,0%
Cc1cccc(OCC(=O)O/N=C(\N)c2ccccn2)c1C,?,?,?,4%,-6%,?,?,2%,9.5µM*,-4%
CN(Cc1cccnc1)C(=O)c1ccc(Cl)c(NS(=O)(=O)c2ccc(F)cc2)c1,0%,-1%,-6%,nt,nt,-9%,-14%,-4%,1%,nt
O=C(c1cc([N+](=O)[O-])ccc1Cl)N1CCN(Cc2ccc3c(c2)OCO3)CC1,-9%,0%,2%,-7%,-6%,13%,-4%,-1%,1%,?
CCSc1nc(N2CCOCC2)c2c(c1C#N)CC(C)(C)N(C)C2,2%,3%,0%,10%,-1%,1%,-9%,-5%,0%,16%
O=C(CNC(=O)c1cc2ccccc2o1)NCc1cccs1,8%,0%,-4%,-13%,-6%,22%,0%,-4%,-20%,-1%
COc1ccc(CNC(=O)CCn2nc(C)c3c(C)n(-c4ccccc4)nc3c2=O)c(OC)c1,1%,-4%,0%,8%,-10%,nt,-3%,0%,-1%&-4%,3%
C=CCNC(=S)NNc1ncnc2sc3c(c12)CC(C)(C)OC3,-4%,0%,-5%,7.1µM*,1.3µM*,6%,-20%,-2%,0%,3%
COc1ccc(NC(=O)c2c(N)no[n+]2[O-])cc1,14%,14%,?,8%,17%,-3%,-15%,8%,-5%,18%
CCCC(=O)N(CCN(Cc1ccccc1)C(=O)CCC)Cc1ccccc1,-4%,-2%,-3%,0%,24%,-5%,-6%,3%,1%,-17%
O=[N+]([O-])c1ccc(N2CCCCC2)s1,6%,-1%,-6%,0%,1%,9%,10%,-4%,-12%,?
CCCCC1C2=C(CC(C)(C)CC2=O)OC2=C1C(=O)CC(C)(C)C2,-2%,1%,0%,-9%,?,0%,-20%,-8%,3%,14%
C=CC1=C(C(=O)O)N2C(=O)C(NC(=O)Cc3ccccc3)C2SC1 (stereo not given),0%,-1%,-7%,29%,6%,-2%,16%,10%,-2%,1%
Cc1cccc(NC(=S)NCCSc2ccc(Cl)cc2)c1,-12%,1%,-2%,7.1µM*,3.2µM*,-4%,-48%,0%,2%,-2%
CO/N=C/NC(=O)c1c(OC)ccnc1Oc1ccc(Cl)cc1,-1%,-1%,?,-16%,-18%,-8%,-1%,10%,3%,-1%
Cc1ccc(NC(=O)c2ccnc(C(C)(C)C)c2)cc1,12%,?,?,25%,?,?,14%,4%,?,-4%
COC(=O)c1cc(NC(=O)COC(=O)C2COc3ccccc3O2)cc(C(=O)OC)c1 (stereo not given),14%,nt,nt,nt,nt,5%,10%,-4%,nt,nt
Nc1ncnc2c1ncn2[C@@H]1O[C@H](CNC(=O)[C@H](N)Cc2cscn2)[C@@H](O)[C@H]1O,-1%,nt,nt,nt,nt,2%,3%,4%,nt,nt
COc1ccc(CNC(=O)Cn2cnc3c(NCc4ccccc4)ncnc32)cc1,0%,nt,nt,nt,nt,5%,-33%,?,nt,nt
CC(O)CNCCCOc1cccc(Oc2ccccc2)c1 (stereo not given),0%,-1%,?,-3%,-22%,-2%,9%,-5%,1%,-4%
CC(=O)Nc1ccc(OCC(O)CN2CCN(c3ccccc3Cl)CC2)cc1 (stereo not given),-1%,0%,0%,5%,21%,-6%,-10%,-4%,0%,-11%
COC(=O)c1ccc(C(=O)NC2CCCN(Cc3ccc(Cl)cc3)C2)nc1 (stereo not given),-9%,-1%,-1%,?,?,nt,-19%,-12%,5%,4%
COc1ccc2cc(C(=O)N3CCOCC3)sc(=O)c2c1OC,6%,1%,3%,1%,21%,15%,4%,1%,5%,7%
COc1ccccc1N1C(=O)c2ccccc2NC1C(OC)OC (stereo not given),0%,0%,0%,-3%,-4%,-1%,5%,nt,-3%,-9%
Cc1cccc(-n2c(-c3cccc([N+](=O)[O-])c3)nc3nc4ccccc4nc32)c1,0%,-3%,-1%,0%,-34%,4%,nt,nt,4%,-16%
O=C(O)/C=C/C(=O)Nc1ccccc1C(=O)OCC(=O)c1ccc2c(c1)OCCO2,12%,2%,15%,8.9µM*,7.9µM*,-6%,8%,-15%,0.19µM*,-2%
CCOC(=O)[C@@H]1[C@H]2COc3ccccc3[C@H]2N2C(=O)N(c3ccc(Cl)cc3)C(=O)[C@@]12C,-2%,-3%,-3%,-2%,-20%,nt,0%,-1%,5%,-10%
COc1ccc(-c2nc(N)n(S(=O)(=O)c3ccc(C)cc3)n2)cc1,7%,-5%,1%,-1%,23%,-2%,-5%,0%,2%,2%
O=C(Cc1cccs1)Nc1cccc(C(=O)Nc2ccc(C(=O)O)cc2)c1,0%,0%,-5%,-2%,8%,2%,41%,9%,?,-5%
O=C(NC1CCC(O)CC1)c1ccc2c(c1)S(=O)(=O)N=C1CCCCCN12 (stereo not given),8%,11%,-1%,nt,nt,22%,60%,-7%,-4%,nt
CCOc1ccc(NC(=O)NC2CC(=O)N(c3ccc(OC)cc3)C2)cc1 (stereo not given),-14%,-5%,-1%,-3%,-3%,-3%,-13%,3%,6%,-8%
COc1ccc(CC(=O)NNC(=O)COc2ccc(C)cc2)cc1S(=O)(=O)N1CCOCC1,-2%,3%,-4%,nt,nt,-1%,-7%,5%,-7%,nt
O=C(CSc1nccn(-c2ccc(F)c(Cl)c2)c1=O)NC1CCCC1,2%,8%,2%,nt,nt,6%,-10%,9%,0%,nt
CC(C)CNC(=S)NNC(=O)c1ccco1,-1%,3%,0%,-9%,21%,-1%,4%,3%,-3%,-12%
O=C(CCC1N=C2c3ccccc3N=C(SCc3ccc(Cl)cc3)N2C1=O)NCc1ccco1 (stereo not given),-3%,2%,-2%,-14%,?,-14%,-12%,-6%,-8%,-3%
O=C1CN(C(=O)COC(=O)CCCOc2ccccc2)c2ccccc2N1,0%,2%,-3%,-4%,-1%,-5%,10%,nt,-4%,-13%
COC(=O)C1=C(C)N(CCCC(=O)O)C(=O)NC1c1ccc(-c2ccccc2)cc1 (stereo not given),4%,3%,-6%,-1%,-12%,-1%,5%,5%,1%,-20%
COc1ccccc1NC(=O)c1ccc(Br)o1,?,1%,-5%,-4%,-10%,21%,-5%,-3%,-14%,-7%
